# RGS4-Gao reg = modulators of RGS4 binding to Galphao, primary screen, biochemical, multiplexed bead flow cytometry. Guanine nucleotide-binding protein G(o) subunit alpha (Homo sapiens), P09471. actives lie on both sides. binding response (% of control), % at 10 µM. hit rate 0.33% among 220,000; in the data active = binding response below about 49% or above about 150%; inactive = in between;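 note: fluorescent Galphao activated with aluminum fluoride binding bead-coupled RGS4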
# Mcl-1 Bim block = inhibitors of Bim peptide binding to Mcl-1, primary screen, biochemical, bead-based flow cytometry, multiplex. Bim peptide-Mcl-1 binding. inhibition, % at 10 µM. hit rate 0.1% among 190,000. AID 1009, 2008;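 note: 0% = no compound tracer wells and 100% = peptide blocker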
# Target sequence (Q07820 whole entry, looked up): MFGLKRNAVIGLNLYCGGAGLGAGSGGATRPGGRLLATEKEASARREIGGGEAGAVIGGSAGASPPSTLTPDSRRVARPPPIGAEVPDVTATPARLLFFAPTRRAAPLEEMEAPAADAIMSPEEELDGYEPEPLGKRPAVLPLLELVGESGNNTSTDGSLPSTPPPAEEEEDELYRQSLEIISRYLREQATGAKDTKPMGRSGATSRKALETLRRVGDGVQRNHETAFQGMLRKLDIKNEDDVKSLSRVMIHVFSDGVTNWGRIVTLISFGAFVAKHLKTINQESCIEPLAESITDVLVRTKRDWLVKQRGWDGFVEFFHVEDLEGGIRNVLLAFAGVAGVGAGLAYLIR
# Bim-Bcl-2 = inhibitors of Bim-Bcl-2 binding, primary screen, biochemical, multiplexed, human Bcl-2 family | Apoptosis regulator Bcl-2 (Homo sapiens), P10415 | Bead-based flow cytometry, Bim peptide-Bcl-2 binding | inhibition, % at 10 µM | hit rate 0.06% among 190,000 | AID 950, 2007; in the data active = inhibition above about 40%; inconclusive = no clear call, values can overlap the other calls;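 note: 0% = no compound wells with probe peptide and 100% = reference peptide inhibitor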
# Target sequence (P10415 whole entry, looked up): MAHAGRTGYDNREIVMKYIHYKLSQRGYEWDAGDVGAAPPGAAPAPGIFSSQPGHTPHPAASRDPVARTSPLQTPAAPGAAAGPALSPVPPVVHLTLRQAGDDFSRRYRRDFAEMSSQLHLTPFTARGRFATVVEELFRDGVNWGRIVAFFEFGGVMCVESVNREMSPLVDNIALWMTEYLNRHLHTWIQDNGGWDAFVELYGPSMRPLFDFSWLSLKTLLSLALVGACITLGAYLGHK
# RGS8-Gao reg = RGS8-Galphao binding modulators, primary screen, biochemical, multiplexed bead flow cytometry; AID 1423, 2008; hit rate 0.34% among 220,000; actives lie on both sides; Guanine nucleotide-binding protein G(o) subunit alpha (Homo sapiens), P09471; response (percent of control binding), % at 10 µM; in the data active = response below about 60% or above about 140%; inactive = in between;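 note: Galphao activated as the GDP aluminium fluoride complex binding bead-coupled RGS8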
# RGS7-Gao = RGS7-Galphao binding modulators, primary screen, biochemical, multiplexed bead flow cytometry. Guanine nucleotide-binding protein G(o) subunit alpha (Homo sapiens), P09471. actives lie on both sides. binding response (% of control), % at 10 µM. hit rate 0.35% among 220,000. AID 1439, 2008; in the data active = binding response below about 49% or above about 150%; inconclusive = no clear call, values can overlap the other calls; inactive = in between;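 note: fluorescent Galphao held in activated GDP-AlF4 state binding bead-coupled RGS7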
# Bim-Bcl-W = inhibitors of Bim binding to Bcl-W, primary screen, biochemical, multiplexed, bead-based flow cytometry; inhibition, % at 10 µM; hit rate 0.02% among 190,000; AID 952, 2007; Bim peptide-Bcl-W binding;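 note: 0% = bound tracer without compound and 100% = peptide blocker; higher means less fluorescent Bim peptide bound to Bcl-W beads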
# Mcl1 Bid PPI = Mcl-1/Bid binding inhibitors, primary screen, biochemical, TR-FRET, 1536-well | Induced myeloid leukemia cell differentiation protein Mcl-1 (Homo sapiens), Q07820 | TR-FRET Mcl-1/Bid-Dy647 peptide binding | inhibition, % at 21.7 µM | hit rate 0.97% among 220,000;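 active = compounds that cut the binding signal by more than half at the single screening dose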;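 note: His-tagged Mcl-1 with europium anti-His antibody binding Bid BH3 peptide; 0% = Mcl-1 plus peptide wells and 100% = peptide-only wells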
# GSH fluor = compound fluorescence on glutathione beads, profiling panel, artefact control, biophysical, 488/530 nm, flow cytometry; GSH beads flow cytometry, compound fluorescence 488/530 nm; active compounds read high; hit rate 0.25% among 190,000; fluorescence (KMESF) at 10 µM; in the data active = fluorescence above about 89;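 note: glutathione beads carrying GST-tagged Bcl family fusion proteins plus one bare bead set; values are compound well signal with DMSO vehicle wells as background; inactives centre near 16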
# Bim-Bcl-B = inhibitors of Bim-Bcl-B binding, primary screen, biochemical, multiplexed, human Bcl-2 family; Bcl-2-like protein 10 (Homo sapiens), Q9HD36; bead-based flow cytometry, Bim peptide-Bcl-B binding; inhibition, % at 10 µM; hit rate 0.073% among 190,000; AID 951, 2007;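 note: 0% = tracer peptide without compound and 100% = reference inhibitor peptide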
# Target sequence (Q9HD36 whole entry, looked up): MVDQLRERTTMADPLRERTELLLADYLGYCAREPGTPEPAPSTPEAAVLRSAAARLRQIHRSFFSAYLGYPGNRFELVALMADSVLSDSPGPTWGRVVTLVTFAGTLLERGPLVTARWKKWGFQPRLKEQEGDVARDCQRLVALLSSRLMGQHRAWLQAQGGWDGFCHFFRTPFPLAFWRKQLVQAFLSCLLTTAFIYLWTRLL
# Bfl-1 Bim block = inhibitors of Bim binding to Bfl-1, primary screen, biochemical, multiplexed, bead-based flow cytometry; hit rate 0.12% among 190,000; Bim-Bfl-1 binding inhibition; Bcl-2-related protein A1 (Homo sapiens), Q16548; inhibition, % at 10 µM;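 note: 0% = wells without compound plus tracer and 100% = blocker peptide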
# Bcl-XL Bim block = inhibitors of Bim-Bcl-XL binding, primary screen, biochemical, multiplexed, bead flow cytometry, human Bcl-XL | Bim peptide-Bcl-XL binding, fluorescence | inhibition, % at 10 µM | hit rate 0.04% among 190,000 | AID 1007, 2008
# Target sequence (Q07817 whole entry, looked up): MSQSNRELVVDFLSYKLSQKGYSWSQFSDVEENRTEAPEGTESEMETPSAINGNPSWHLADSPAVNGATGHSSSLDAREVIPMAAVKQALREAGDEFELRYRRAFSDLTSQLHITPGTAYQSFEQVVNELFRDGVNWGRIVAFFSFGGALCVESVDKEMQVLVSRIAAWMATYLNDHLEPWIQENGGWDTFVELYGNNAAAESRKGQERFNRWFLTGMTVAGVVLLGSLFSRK
# Active calls of the source: *; u = inconclusive; x = no result given. Cut-off read from the data, not from the text of the source, unless noted: active = inhibition above about 40%.
SMILES,RGS4-Gao reg,Mcl-1 Bim block,Bim-Bcl-2,RGS8-Gao reg,RGS7-Gao,Bim-Bcl-W,Mcl1 Bid PPI,GSH fluor,Bim-Bcl-B,Bfl-1 Bim block,Bcl-XL Bim block
Cc1sc(NC(=O)CSc2nnc(COc3ccc(Cl)cc3)n2C)c(C#N)c1C,101.6,0.0,5.0,96.7,102.5,-1.0,-3.2,22,1.0,1.0,0.0
CC(C)N1CCc2c(sc(N)c2C#N)C1,104.4,0.0,-1.0,100.7,101.4,0.0,-48.7,51,0.0,-2.0,-2.0
COCCNC(=O)C(c1ccc(C)o1)N(Cc1ccc(F)cc1)C(=O)Cn1nnc2ccccc21 (stereo not drawn),102.1,-8.0,-7.0,102.9,101.7,-6.0,-6.4,18,-6.0,-4.0,-10.0
COc1ccc(NC(=O)CN2CCC(C)CC2)cc1,106.0,1.0,-5.0,106.0,106.4,0.0,-12.8,33,-12.0,-5.0,-5.0
Cc1c(CCCN)c2ccccc2n1Cc1ccccc1,105.0,-3.0,1.0,104.1,102.1,-2.0,-55.3,10,-5.0,-3.0,-4.0
COc1ccccc1C1NC(=O)CS1 (stereo not drawn),100.6,0.0,-8.0,100.4,105.5,1.0,-24.4,12,-5.0,-9.0,0.0
COCC(=O)N1CCCc2ccccc21,100.3,-1.0,0.0,101.8,97.9,-1.0,2.9,12,-1.0,-1.0,-2.0
Cc1ccc2nc(-c3ccc(SCC(=O)N4CCc5ccccc54)nc3)[nH]c2c1,101.3,-4.0,-4.0,98.9,98.2,-5.0,-42.5,7,-7.0,-1.0,-6.0
Cc1cccc(N2CCN(C(=O)C(C)n3nc(C)n4c(cc5occc54)c3=O)CC2)c1C (stereo not drawn),110.1,3.0,-4.0,111.3,104.6,6.0,-16.4,19,-4.0,-5.0,0.0
Cc1c(C(=O)NCCC2=CCCCC2)cccc1[N+](=O)[O-],102.0,-1.0,-1.0,100.1,101.5,2.0,-17.6,16,-2.0,-1.0,0.0
Cc1ccc(S(=O)(=O)NC2(C(=O)O)CCCCC2)cc1,100.7,-1.0,-9.0,99.7,97.2,1.0,10.8,50,-3.0,-8.0,-3.0
COC(=O)C1=C(C(=O)OC)C2(OC1c1ccc(Br)cc1)C(=O)c1ccccc1C2=O (stereo not drawn),93.3,x,u,93.2,94.9,x,-2.0,28,x,x,x
COc1ccc(C)c2sc(N(CCCN(C)C)C(=O)c3ccc(S(=O)(=O)N(C)C)cc3)nc12,99.5,-1.0,-2.0,100.1,100.3,0.0,-4.4,13,-3.0,-2.0,-3.0
OCC1(CCOc2ccccc2)CCN(Cc2nc3ccc(F)cc3[nH]2)CC1,99.5,-2.0,-3.0,103.8,98.7,-2.0,-7.1,14,-5.0,-7.0,-3.0
CCc1nc2ccccc2n1Cc1ccccc1F,102.6,-1.0,-3.0,102.5,u,-3.0,-21.8,12,-1.0,-6.0,-6.0
CCN(CC)S(=O)(=O)c1cccc(C(=O)NC(C(=O)NC2=NCCS2)C(C)C)c1 (stereo not drawn),93.9,-4.0,-5.0,100.8,96.2,-4.0,-8.2,20,-1.0,0.0,-1.0
CCOC(=O)C1CCCc2c1[nH]c1c(C(N)=O)cccc21 (stereo not drawn),102.3,-10.0,-18.0,99.4,100.4,-8.0,-32.9,27,-19.0,-22.0,-16.0
Nc1ccccc1Nc1ccc([N+](=O)[O-])cc1[N+](=O)[O-],95.3,-5.0,-4.0,92.8,91.8,-7.0,1.6,10,-8.0,1.0,-9.0
COc1cc(/C=C/C(=O)NC(C)(C)C)ccc1OCc1ccccc1,103.6,-3.0,2.0,106.7,101.2,-3.0,-11.1,9,-7.0,1.0,-2.0
OC(CN1CCN(c2ccccc2)CC1)c1ccc2c(c1)CCN2 (stereo not drawn),100.3,0.0,-7.0,103.0,100.1,-2.0,-43.8,28,-6.0,-4.0,-2.0
O=C(C1=C[C@@H](c2ccc(Br)cc2)C[C@@H](OCCCCO)O1)N1CCOCC1,98.6,-3.0,-1.0,98.1,100.2,-1.0,-1.8,17,-4.0,-7.0,-7.0
Cc1ccc(NC(=O)NC(=O)CN2C(=O)NC3(CCc4ccccc43)C2=O)c(C)c1 (stereo not drawn),96.6,2.0,0.0,100.7,100.7,0.0,-29.3,51,-1.0,-3.0,-3.0
CCN(CC)S(=O)(=O)c1ccc(C(=O)NNc2nc(-c3ccccc3)c3cc(Br)ccc3n2)cc1,97.4,0.0,-4.0,98.5,95.2,-1.0,-36.1,8,-3.0,-1.0,-2.0
Cc1n[nH]c(C)c1N1C(=O)c2cccc3c(Br)ccc(c23)C1=O,98.2,-3.0,-2.0,93.6,98.0,-2.0,-9.4,12,-2.0,2.0,-5.0
CN(CC(=O)NCc1ccccn1)S(=O)(=O)c1ccc(Br)cc1,97.9,0.0,-3.0,100.1,99.7,0.0,-21.6,12,0.0,-5.0,-1.0

# A portion from the list above:
SMILES,RGS4-Gao reg,Mcl-1 Bim block,Bim-Bcl-2,RGS8-Gao reg,RGS7-Gao,Bim-Bcl-W,Mcl1 Bid PPI,GSH fluor,Bim-Bcl-B,Bfl-1 Bim block,Bcl-XL Bim block
Cc1sc(NC(=O)CSc2nnc(COc3ccc(Cl)cc3)n2C)c(C#N)c1C,101.6,0.0,5.0,96.7,102.5,-1.0,-3.2,22,1.0,1.0,0.0
CC(C)N1CCc2c(sc(N)c2C#N)C1,104.4,0.0,-1.0,100.7,101.4,0.0,-48.7,51,0.0,-2.0,-2.0
COCCNC(=O)C(c1ccc(C)o1)N(Cc1ccc(F)cc1)C(=O)Cn1nnc2ccccc21 (stereo not drawn),102.1,-8.0,-7.0,102.9,101.7,-6.0,-6.4,18,-6.0,-4.0,-10.0
COc1ccc(NC(=O)CN2CCC(C)CC2)cc1,106.0,1.0,-5.0,106.0,106.4,0.0,-12.8,33,-12.0,-5.0,-5.0
Cc1c(CCCN)c2ccccc2n1Cc1ccccc1,105.0,-3.0,1.0,104.1,102.1,-2.0,-55.3,10,-5.0,-3.0,-4.0
COc1ccccc1C1NC(=O)CS1 (stereo not drawn),100.6,0.0,-8.0,100.4,105.5,1.0,-24.4,12,-5.0,-9.0,0.0
COCC(=O)N1CCCc2ccccc21,100.3,-1.0,0.0,101.8,97.9,-1.0,2.9,12,-1.0,-1.0,-2.0
Cc1ccc2nc(-c3ccc(SCC(=O)N4CCc5ccccc54)nc3)[nH]c2c1,101.3,-4.0,-4.0,98.9,98.2,-5.0,-42.5,7,-7.0,-1.0,-6.0

# Next section:
SMILES,RGS4-Gao reg,Mcl-1 Bim block,Bim-Bcl-2,RGS8-Gao reg,RGS7-Gao,Bim-Bcl-W,Mcl1 Bid PPI,GSH fluor,Bim-Bcl-B,Bfl-1 Bim block,Bcl-XL Bim block
COc1ccc(CN(C)CC(=O)Nc2ccccc2C(F)(F)F)cc1,100.3,-2.0,0.0,100.0,u,1.0,-7.4,15,1.0,3.0,-1.0
CCOc1cc2c3c(c1)C(C)CC(C)(C)N3C(=O)C2=O (stereo not drawn),95.9,-7.0,-4.0,99.8,99.0,-3.0,-5.8,13,-3.0,-2.0,-2.0
Cn1cnnc1SCC(=O)Nc1cccc(S(=O)(=O)N2CCCCCC2)c1,90.3,-5.0,-3.0,95.8,90.1,-4.0,-25.5,11,-3.0,0.0,-5.0
O=c1c2c(nc3cc(-c4ccc(Cl)cc4)[nH]n13)CCS2,100.4,-1.0,-1.0,99.8,97.2,-4.0,-21.3,12,-4.0,0.0,-2.0
Cc1csc(NC(=O)CSc2nnc(-c3ccoc3C)o2)n1,101.2,2.0,-5.0,97.8,97.7,4.0,-12.4,58,-2.0,-2.0,-1.0
Cc1ccc(NC(=O)c2ccc3snnc3c2)cc1,102.3,-4.0,-2.0,103.3,106.4,-4.0,5.9,12,-4.0,-7.0,-2.0
N#CCN1CCCC(C(N)=O)C1 (stereo not drawn),103.5,-4.0,-3.0,100.7,99.2,0.0,-12.0,27,-1.0,-4.0,0.0
Cc1[nH]c(=S)sc1Cc1ccc(F)cc1,97.8,-8.0,0.0,92.5,106.9,-2.0,-58.5,9,-17.0,2.0,-8.0
CCCCN(CCCC)CCn1cnc2c([nH]c3ccc(OC)cc32)c1=O,104.0,3.0,-4.0,115.0,104.5,3.0,-29.7,19,0.0,-8.0,-3.0
CC(C)c1ccc(NC(=O)c2snc3ccc(Cl)cc23)cc1,98.4,-2.0,-9.0,98.4,97.5,-2.0,-4.6,10,-9.0,-15.0,-7.0
Cc1csc(-c2cnn(-c3ccccc3)c2NC(=O)c2cccc(F)c2)n1,80.0,14.0,5.0,87.2,83.0,4.0,-35.2,46,5.0,1.0,8.0
Cc1ccc(C(=O)O/N=C/c2c(C)nn(C)c2Cl)cc1,93.1,0.0,-2.0,100.2,100.7,0.0,9.4,15,-2.0,-5.0,-1.0
Cc1c(C(=O)N2CCN(c3ccccc3F)CC2)sc2nc(-c3ccccc3)cn12,106.7,-1.0,-9.0,105.3,104.1,-1.0,-11.3,16,-8.0,-8.0,-6.0
CC(C)N1CCc2c(sc(NC(=O)c3ccc(S(=O)(=O)N4CCOCC4)cc3)c2C(N)=O)C1,96.7,0.0,-6.0,98.4,92.1,-1.0,-41.8,14,-5.0,-12.0,-3.0
COc1ccc(C(=O)NC(=S)NNC(=O)CNC(=O)C2CCCCC2)cc1,101.2,-2.0,-1.0,99.7,99.5,-1.0,-76.9,13,-25.0,0.0,-6.0
COc1ccccc1C(=O)Nc1ccc2c(c1)nc1n2CCSC1,101.2,-1.0,-7.0,99.1,101.6,0.0,4.5,26,-11.0,-11.0,-2.0
O=[N+]([O-])c1ccc(OCC(O)CN2CCN(c3ccccc3F)CC2)cc1 (stereo not drawn),96.7,-5.0,-3.0,96.2,99.6,-4.0,-5.2,19,-5.0,-4.0,-6.0
COc1ccc(/C=N/NC(=O)COc2cccc3ccccc23)c(C(=O)O)c1OC,96.1,-13.0,-13.0,97.2,97.1,-6.0,-6.4,19,-10.0,-17.0,-11.0
Cc1oc(C(=O)O)cc1CSCc1cc(C(=O)O)c(C)o1,99.7,0.0,-8.0,100.5,97.6,2.0,-21.2,14,-5.0,-12.0,-2.0
COc1cc(/C=C/C(=O)O)cc(S(=O)(=O)N(CC(C)C)CC(C)C)c1OC,109.0,0.0,0.0,108.6,105.8,0.0,-10.5,11,-6.0,-7.0,-2.0
CN1C[N+]([O-])=C(c2ccccc2)C1(C)C,102.5,0.0,-5.0,103.4,101.4,5.0,-18.5,26,-2.0,-15.0,0.0
COCCN(C(=O)Nc1ccccc1)c1ccccc1,98.6,-4.0,-1.0,95.6,96.1,-2.0,-43.6,5,-1.0,2.0,1.0
